zVAD death inh: blocks zVAD induced death of L929 cells; L929 zVAD necroptosis rescue, ATP luminescence, 24 h; with zVAD 60 µM; viability rescue, % at 10 µM; actives 0.38% (n = 220,000); AID 1377;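 active = activation, scaled between plate controls, above about 75%, limit read from the data; inactive = activation under that limit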;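 also: 0% = zVAD with DMSO and 100% = DMSO alone without zVAD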
Hck Nef HTS: inhibitors of human Hck kinase activated by Nef. inhibition, % at 20 µM. P08631. Recombinant Hck-YEEI plus Nef, Z-Lyte FRET kinase assay. actives 0.68% (n = 220,000);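 active = Hck-Nef kinase inhibition above about 50%, limit read from the data; inactive = inhibition below that limit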;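 also: 0% = DMSO with Hck plus Nef and 100% = Hck alone without Nef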
Target sequence (P08631 whole entry, looked up): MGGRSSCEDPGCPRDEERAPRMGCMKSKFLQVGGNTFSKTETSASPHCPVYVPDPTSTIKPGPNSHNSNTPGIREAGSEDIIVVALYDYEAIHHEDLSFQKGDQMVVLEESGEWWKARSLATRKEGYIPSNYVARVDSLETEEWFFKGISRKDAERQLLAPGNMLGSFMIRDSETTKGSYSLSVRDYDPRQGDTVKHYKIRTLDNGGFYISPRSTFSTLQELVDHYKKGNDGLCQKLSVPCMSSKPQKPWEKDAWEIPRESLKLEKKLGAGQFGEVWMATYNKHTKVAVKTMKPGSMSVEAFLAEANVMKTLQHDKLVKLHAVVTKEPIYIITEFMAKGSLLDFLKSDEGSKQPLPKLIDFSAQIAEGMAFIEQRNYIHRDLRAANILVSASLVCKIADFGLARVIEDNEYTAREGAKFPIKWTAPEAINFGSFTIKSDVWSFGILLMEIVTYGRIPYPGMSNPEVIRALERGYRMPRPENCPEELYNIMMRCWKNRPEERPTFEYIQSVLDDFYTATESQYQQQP
Tb hexokinase: blocks Trypanosoma brucei hexokinase 1 activity; recombinant TbHK1, G6PDH-coupled NADH A340; inhibition, % at 10 µM; actives 0.11% (n = 220,000); AID 1430;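 active = inhibition of 50% or more in the single-dose primary screen; inactive = inhibition below 50%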
eIF4E 4G PPI: blocks eIF4E binding to eIF4G. P63073+Q04637. TR-FRET eIF4E-eIF4GI(517-606) binding, 2 h. inhibition, % at 21.7 µM. actives 0.37% (n = 220,000). AID 782;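 active = inhibition above about 30%, limit read from the data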;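 also: 0% = full FRET control wells and 100% = background wells lacking eIF4GI fragment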
EP2 modulator: modulators of human EP2 prostaglandin E2 receptor. AID 940. P43116. actives 0.83% (n = 260,000). induction, % at 25 µM. EP2-expressing cells, cAMP HTRF FRET, PGE2 co-stimulation;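 active = compounds whose cAMP rise, as percent of the full-agonist control response, exceeds 60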;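 also: rat C6 glioma line stably carrying human EP2 under a CMV promoter; the protocol text gives 20 µM as final concentration; 100% = response of wells given 1 µM PGE2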
Target sequence (P43116 whole entry, looked up): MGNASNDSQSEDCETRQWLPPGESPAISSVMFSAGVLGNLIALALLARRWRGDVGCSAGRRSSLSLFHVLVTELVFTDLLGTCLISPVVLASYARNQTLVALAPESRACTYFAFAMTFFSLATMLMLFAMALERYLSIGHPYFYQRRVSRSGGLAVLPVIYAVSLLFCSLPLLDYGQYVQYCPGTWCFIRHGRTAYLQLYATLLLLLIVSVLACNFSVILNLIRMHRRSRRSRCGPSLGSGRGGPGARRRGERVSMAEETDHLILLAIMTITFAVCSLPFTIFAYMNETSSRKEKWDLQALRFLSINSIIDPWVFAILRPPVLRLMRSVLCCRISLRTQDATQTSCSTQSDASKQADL
EP2 antag: inhibitors of human EP2 prostaglandin E2 receptor; P43116; C6 glioma cells expressing human EP2, cAMP TR-FRET; cells stimulated with saturating PGE2; inhibition, % at 25 µM; actives 0.52% (n = 260,000); AID 1422;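 active = percent inhibition above 40 after rounding to a whole number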;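 also: rat C6 glioma host cells with rolipram phosphodiesterase inhibitor present; the protocol text gives 20 µM as final concentration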
Rad51 HR inh: Rad51 (human) homologous recombination inhibition; Q06609; hRad51 DNA strand exchange, fluorescence dequenching; inhibition, % at 10 µM; actives 0.085% (n = 200,000);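 active = inhibition above 40% at the single screening dose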;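 also: 0% = DMSO control wells and 100% = blanks with heterologous ssDNA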
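material = hRad51 filaments on single-stranded DNA | reagent = Donor/quencher-labelled 47-bp dsDNA substrate | compound = 10 µM final, single point | schedule = strand-exchange reaction 15 min at room temperature | measured by = fluorescein emission 520 nm, excitation 485 nm | read-out basis = % inhibition versus plate control and blank means | benchmarks = plate controls and plate blanks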
Calpain2 inh: inhibitors of pig calpain II. purified calpain II, fluorogenic peptide substrate, 30 min. inhibition, % at 16 µM. actives 0.37% (n = 220,000). AID 1236;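 active = inhibition above about 50%, limit read from the data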
14-3-3 Bad inh: disrupts binding of bovine 14-3-3 zeta to phospho-Bad peptide. P63103. TR-FRET 14-3-3zeta/Dy647-pBad peptide displacement, 1 h. inhibition, % at 21.7 µM. actives 0.71% (n = 220,000). AID 781;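 active = inhibition above about 70%, limit read from the data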;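 also: 0% = full 14-3-3 plus peptide FRET controls and 100% = background without 14-3-3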
Starred values were filed as active, the others as inactive; / = not tested or not shown; & = joins results of further samples; [ ] = remark or other dose.

SMILES	zVAD death inh	Hck Nef HTS	Tb hexokinase	eIF4E 4G PPI	EP2 modulator	EP2 antag	Rad51 HR inh	Calpain2 inh	14-3-3 Bad inh
CCOC(=O)c1ccc(N=C(c2ccccc2)c2c(O)n(C)c(=O)n(C)c2=O)cc1	0.9	-1.9	-17.6	1.3	11.2	16.7	12.1	-0.9	0.9
CC1CN(O)C2CCc3nonc3C12O (stereo not drawn)	0.1	-0.7	-4.2	-7.6[fluorescence artefact?]	12.7	9.8	-3.3	-1.7	-13.2[fluorescence artefact?]
CC(=O)OC1C2CCCC1C(N1CCCC1)CC2 (stereo not drawn)	0.2&-0.2	2.1&-0.4	-0.3&7.4	9.6&-3.0	-0.5&1.7	5.6&11.8	-6.4	11.5&5.2	9.1&22.7
COc1ccc(OCC(=O)N2CCN(Cc3c[nH]c4ccccc34)CC2)cc1	0.9	-0.6	-10.4	-5.0	-21.4	9.3	-5.1	0.6	34.8
CC(C)c1ccc(OCC(=O)N2CCN(C)CC2)c(Br)c1	-0.2	0.8	-2.9	1.0	-0.6	3.0	0.9	11.9	3.1
COP(=O)(C#Cc1ccccc1)C(O)c1ccc(Br)cc1 (stereo not drawn)	0.1	16.8	-5.2	-1.1	2.5	4.6	-8.9	-9.6	6.6
CN1C(=O)c2ccccc2NC(=O)[C@]12O[C@@H]2c1ccccc1	0.3	13.5	-7.8	-2.2	0.4	16.3	-5.9	13.7	7.9
O=c1[nH]c(=S)[nH]c(O)c1/C=N/N1CCOCC1	1.0	9.6	-37.4	0.1	10.2	14.3	8.4	-6.6	-4.4
CCc1ccc(-c2nn(Cc3ccccc3)cc2C=O)cc1	-0.2	18.2	11.7	3.0	23.4	5.3	-1.7	23.4	3.4
CN1C(=O)C(=Cc2ccccc2OCc2ccc(C(=O)O)cc2)C(=O)N(C)C1=O	1.6	19.1	-3.4	-2.3	-8.0	2.7	4.3	-14.3	-2.5
CCN(CC)c1ccc(CNCCc2ccc(F)cc2)cc1	31.2	22.3	7.5	1.4	-24.6	5.8	2.1	8.4	3.7
CC1CCCC(C2(O)C(=O)Nc3ccccc32)C1=O (stereo not drawn)	0.1	0.2	0.7	-5.2[fluorescence artefact?]	6.3	12.3	/	3.4	14.8[fluorescence artefact?]
C=CCn1c(O)c(C(C)=NCC2CCCO2)c(=O)[nH]c1=O (stereo not drawn)	-0.5	7.6	-6.9	0.9	-14.1	6.9	3.9	-9.7	2.9
CCOC(=O)[C@@]1(C#N)C(c2ccc(Cl)c(Cl)c2)[C@H](C(N)=O)N2C=C(C(C)=O)C=C[C@H]21 (stereo partly drawn)	0.3	1.8	-3.5	1.1	-3.6	13.7	-35.8	-32.0	-9.2[fluorescence artefact?]
CCn1ccnc1CN1CCCC(C(=O)c2ccc(SC)cc2)C1 (stereo not drawn)	-1.1	16.9	-11.0	2.1	-22.3	1.9	/	9.8	-5.6
CCCCCCn1c(=O)c(C(=O)Nc2nc(CC(=O)OCC)cs2)c(O)c2ccccc21	4.5	7.4	-49.8	-0.1	2.9	7.8	/	16.2	2.5
COc1ccc(NC(=O)N2CCC3(CC2)OCCO3)cc1OC	0.5	-3.7	-2.2	0.8	9.1	5.4	-30.0	-9.1	-2.4[fluorescence artefact?]
Cc1cc(C)cc(NC(=S)NC2CC3CCCC(C2)N3Cc2cccs2)c1 (stereo not drawn)	-0.2	1.1	7.3	3.7[fluorescence artefact?]	-46.7	17.4	-1.7	30.0	-1.4
Cc1ccc(N2C(=O)NC(=O)/C(=C/c3ccoc3)C2=O)cc1	0.3	54.6*	13.5	35.3*	-38.0	6.8	-95.5	-12.2	75.0*
CCn1cc(C(=O)c2cccs2)c2ccccc21	2.3	-11.9	-25.8	2.1	20.6	11.2	1.4	-22.7	11.8
Cc1cccc(OCC(=O)N2CCN(Cc3ccc4c(c3)OCO4)CC2)c1	1.3	18.4	-1.2	6.7	-51.7	8.8	27.6	-13.2	27.2
O=C(COc1ccccc1)N1CCN(Cc2c[nH]c3ccccc23)CC1	1.2	-0.3	-9.0	-6.8	-20.7	14.1	-0.8	-7.0	81.1*
Cn1c(=O)cc(OCCCC(=O)N2CCC3(CC2)OCCO3)c2ccccc21	-0.1	-1.5	3.5	-6.0	-1.9	14.2	0.3	25.3	2.4[fluorescence artefact?]
O=c1cccc2n1CC1CC2CN(c2nc(N3CCCCC3)nc(N3CCCCC3)n2)C1 (stereo not drawn)	1.1	19.5	-8.0	0.8	5.4&32.6	3.6&6.0	23.7	-13.3	-12.4
CCC[N+]12CCC(CC1)C(=C(c1ccccc1)c1ccccc1)C2	-0.1	-0.7	1.8	2.4	15.2	6.9	/	-7.5	1.7

Ordered by SMILES length (rising): 8 of the compounds above.
SMILES	zVAD death inh	Hck Nef HTS	Tb hexokinase	eIF4E 4G PPI	EP2 modulator	EP2 antag	Rad51 HR inh	Calpain2 inh	14-3-3 Bad inh
CCN(CC)c1ccc(CNCCc2ccc(F)cc2)cc1	31.2	22.3	7.5	1.4	-24.6	5.8	2.1	8.4	3.7
O=c1[nH]c(=S)[nH]c(O)c1/C=N/N1CCOCC1	1.0	9.6	-37.4	0.1	10.2	14.3	8.4	-6.6	-4.4
CCn1ccnc1CN1CCCC(C(=O)c2ccc(SC)cc2)C1 (stereo not drawn)	-1.1	16.9	-11.0	2.1	-22.3	1.9	/	9.8	-5.6
Cc1ccc(N2C(=O)NC(=O)/C(=C/c3ccoc3)C2=O)cc1	0.3	54.6*	13.5	35.3*	-38.0	6.8	-95.5	-12.2	75.0*
Cc1cccc(OCC(=O)N2CCN(Cc3ccc4c(c3)OCO4)CC2)c1	1.3	18.4	-1.2	6.7	-51.7	8.8	27.6	-13.2	27.2
CN1C(=O)C(=Cc2ccccc2OCc2ccc(C(=O)O)cc2)C(=O)N(C)C1=O	1.6	19.1	-3.4	-2.3	-8.0	2.7	4.3	-14.3	-2.5
CCOC(=O)c1ccc(N=C(c2ccccc2)c2c(O)n(C)c(=O)n(C)c2=O)cc1	0.9	-1.9	-17.6	1.3	11.2	16.7	12.1	-0.9	0.9
CCOC(=O)[C@@]1(C#N)C(c2ccc(Cl)c(Cl)c2)[C@H](C(N)=O)N2C=C(C(C)=O)C=C[C@H]21 (stereo partly drawn)	0.3	1.8	-3.5	1.1	-3.6	13.7	-35.8	-32.0	-9.2[fluorescence artefact?]

Next entries:
SMILES	zVAD death inh	Hck Nef HTS	Tb hexokinase	eIF4E 4G PPI	EP2 modulator	EP2 antag	Rad51 HR inh	Calpain2 inh	14-3-3 Bad inh
COc1ccc(/C=C2\C(=O)NC(=O)N(CCC3=CCCCC3)C2=O)c(OC)c1	0.7	2.5	-3.4	3.5[fluorescence artefact?]	1.8	7.8	-6.8	12.0	-11.4
CCOCCN1CCC(OC(C)=O)C(C)C1 (stereo not drawn)	-0.3	-1.3	-7.9	-3.5	18.3	9.6	-17.4	-4.2	51.9[fluorescence artefact?]
CSCCC(N=Cc1c(O)n(-c2ccc(Cl)cc2)c(=O)[nH]c1=O)C(=O)OC(C)(C)C (stereo not drawn)	1.1	-0.1	-4.0	1.2	13.3	5.5	-4.3	6.2	-5.7
Cc1ccc(/C=C2\C(=O)NC(=S)N(c3ccccc3F)C2=O)s1	37.9	2.7	-1.0	20.1[fluorescence artefact?]	-8.6	17.6	-19.6	-6.5	16.1[fluorescence artefact?]
COc1ccc(/C=C2\C(=O)NC(=O)N(Cc3ccccc3)C2=O)c(OC)c1OC	1.0	15.0	-1.4	0.5	-15.2	4.0	-3.1	28.1	-0.6
CCOCCc1c(O)[nH]c(=S)[nH]c1=O	2.1	22.5	-6.4	3.8	5.4&30.1	10.8&16.6	3.0	-27.3	-9.6
CC(C)CCn1c(=O)c(C(=O)Nc2ccccc2S(N)(=O)=O)c(O)c2ccccc21	-0.6	-14.2	3.3	2.5[fluorescence artefact?]	29.0	4.7	-0.6	-58.9	-1.0
S=C1Nc2ccccc2Sc2ccccc21	-0.3	7.4	4.3	1.0	-9.7	4.1	-52.8	-5.4	-4.7
Cc1ccc(C)c(C2(O)CC(C)N(C)CC2C)c1 (stereo not drawn)	0.3	1.1	2.1	2.4	-21.3	16.1	11.5	-1.3	-6.4
COc1ccccc1-n1c(O)c(C=NCc2ccc3c(c2)OCO3)c(=O)[nH]c1=O	0.0	-0.2	-2.9	1.1	22.6	16.0	-3.6	-13.1	1.9
CC(C)Sc1nnc(OC(=O)N(C)C)n1-c1ccccc1	-0.5	9.7	0.7	-2.7	-5.6	4.5	2.9	-0.2	1.3
CCCCn1c(O)c(/C(C)=N/NC(=O)Nc2ccccc2)c(=O)[nH]c1=O	1.3	7.3	-4.2	0.6	13.9	7.9	13.8	-4.2	-4.7
CN1C[C@@H]2C[C@@H](c3cccn3-c3ccccn3)N3CCC[C@@]23C1=O	-0.2	1.8	5.3	3.2	-4.2	-0.6	5.5	-10.4	-4.6
COc1ccc2c(c1)NP(=S)(Oc1ccccc1)N2 (stereo not drawn)	1.2	-1.7	-4.9	3.7	-40.5	3.0	-15.9	6.6	13.8
COc1ccccc1CN1CCCCC1c1cccnc1 (stereo not drawn)	0.7	2.7	7.4	1.5	15.9	2.4	-5.8	0.5	13.8
CC1(C)CC2(CCO1)NCCN1C(=O)CSC12 (stereo not drawn)	0.0	1.8	8.1	3.0[fluorescence artefact?]	5.1	8.5	-0.7	7.7	3.9
O=C(O)CC1OCC=C2CN3CCC45c6ccccc6NC4C1C2CC35 (stereo not drawn)	-0.4	24.5	-0.9	-3.3	27.1	8.4	8.9	-29.2	-5.3
CN1CCN(CC(=O)Nc2ccc(Cl)cc2C(=O)c2ccccc2)CC1	-0.4	6.7	-3.2	-10.6	-16.6	13.2	/	-4.6	14.2
Cc1nc2cc(C(F)(F)F)ccc2n1C1CCN(Cc2nnnn2Cc2cccs2)CC1	-1.0	-17.7	-5.9	0.8	-38.0	16.3	-4.2	-96.4	9.3
CCOc1cccc(C2NCc3ccccc3-n3cccc32)c1O (stereo not drawn)	0.3	0.4	-2.5	3.7	18.3	14.6	-4.7	-11.5	21.6
CC(=O)OC1N=C(c2ccccc2Cl)c2cc(Br)ccc2NC1=O (stereo not drawn)	1.1	13.8	-2.3	-3.5	-7.8	8.0	25.4	-9.5	-1.8
CCc1ccc(OCCCN=C(C)c2c(O)n(C)c(=O)n(C)c2=O)cc1	0.5	1.5	-5.8	-5.8	0.2	7.8	-5.1	3.4	-14.2
Cc1nn(Cc2ccc(Cl)cc2Cl)c(Cl)c1C(=O)O	1.8	0.0	-1.9	0.4	33.9	7.0	6.0	-2.5	-4.6
CCCCS(=O)(=O)N1CCN(C(=N)N[N+](=O)[O-])CC1	0.5	2.8	-7.3	1.1	8.9	10.9	7.8	-14.2	-4.1
Cc1cccc(CSc2nc3c(cc2C#N)CN(C)CC3)c1	0.8	3.5	-3.8	2.6	-32.1	14.3	10.6	3.6	0.4
CC(C)CCNC(=O)c1c(N)n(CC2CCCO2)c2nc3ccccc3nc12 (stereo not drawn)	0.7	57.6*	-28.0	0.7[fluorescence artefact?]	69.4*	4.0	-44.9	-480.1	5.6
O=c1[nH]c(=O)n(Cc2ccccc2)c(O)c1C=NCCCO	0.2	-0.6	0.3	-13.2	32.4	3.7	5.8	-26.9	-1.9[fluorescence artefact?]

High-throughput results deposited in PubChem BioAssay by several laboratories.

A portion of the library; rates above refer to the full screens.
